# Screening data deposited in PubChem by several laboratories.
# DAX1 inh-1 – NR0B1 (DAX1) inhibition. P51843. HEK293 Gal4-DAX1 luciferase reporter, luminescence. inhibition, % at 6.75 µM. 0.99% of 340,000 active. AID 504766;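 active = inhibition above the mean over all tested compounds plus 3 SD, cut at about 4.2% in these data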;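 note: 0% = DAX1-transfected cells with DMSO and 100% = empty-vector control cells with DMSO; inhibition shows as a rise in luminescence from relieved DAX1 repression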
# Target sequence (P51843 207-470 limits assumed): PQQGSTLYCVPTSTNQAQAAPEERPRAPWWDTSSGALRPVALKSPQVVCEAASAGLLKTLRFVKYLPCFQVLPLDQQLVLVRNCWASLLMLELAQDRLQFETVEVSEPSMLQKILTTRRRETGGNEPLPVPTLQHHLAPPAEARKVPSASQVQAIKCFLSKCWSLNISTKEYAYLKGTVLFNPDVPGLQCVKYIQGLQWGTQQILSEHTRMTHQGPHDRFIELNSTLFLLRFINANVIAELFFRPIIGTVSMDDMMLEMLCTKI
# PLC-beta3 inh – inhibitors of human phospholipase C beta3; Q01970; Purified PLC-beta3, fluorogenic substrate, fluorescence; inhibition, % at 12.2 µM; 0.18% of 370,000 active; in the data active = inhibition above about 11%;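 note: 0% = median of compound wells on plate and 100% = full blocker control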
# SMARCA2 act – SMARCA2 function activation, primary screen | MG213 cells, MMTV-luciferase reporter, dexamethasone, overnight | activation, % at 9.1 µM | 1% of 370,000 active; in the data active = activation above about 7.8%;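 note: 0% = vehicle wells and 100% = reference activator wells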
# DAX1 inh-2 – inhibitors of DAX1 repression of SF-1 activated StAR promoter; HEK293T StAR-luciferase reporter, SF-1/DAX-1 repression relief; inhibition, % at 6.8 µM; 1.1% of 370,000 active; AID 652010;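 active = inhibition above the mean over all tested compounds plus 3 SD, cut at about 3.6% in these data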;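 note: 0% = DAX-1 cells with DMSO and 100% = cells lacking DAX-1 with DMSO; higher inhibition means more luminescence from relief of DAX-1 repression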
# ssDAF-12 act – activates DAF-12 receptor from parasite S. stercoralis; HEK293 ssDAF-12/GRIP1 lit1-tk-luc reporter, luminescence; % of 3 µM dafachronic acid response; activation, % at 6.8 µM; 1% of 370,000 active;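 active = activation above the mean over all tested compounds plus 3 SD, cut at about 0.9% in these data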;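 note: 0% = DMSO-only wells and 100% = 3 µM delta7-dafachronic acid wells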
# MBD2 DNA inh – blocks human MBD2 binding to methylated DNA; Q9UBB5; TR-FRET, MBD2 binding to methylated oligonucleotide; inhibition, % at 4.4 µM; 0.31% of 370,000 active; AID 686964; in the data active = inhibition above about 13%
# Rev-erbA mod – Rev-erb alpha (human) modulation. Rev-erbα–FITC-DNA binding, fluorescence polarization, 90 min. P20393. activity, % at 10 µM. 0.79% of 370,000 active;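 active = activity above about 14%, limit read from the data; passing the limit was not always enough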;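 note: 0% = DMSO wells with 35 nM protein and 100% = DMSO wells with 750 nM protein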
# Target sequence (P20393 whole entry, looked up): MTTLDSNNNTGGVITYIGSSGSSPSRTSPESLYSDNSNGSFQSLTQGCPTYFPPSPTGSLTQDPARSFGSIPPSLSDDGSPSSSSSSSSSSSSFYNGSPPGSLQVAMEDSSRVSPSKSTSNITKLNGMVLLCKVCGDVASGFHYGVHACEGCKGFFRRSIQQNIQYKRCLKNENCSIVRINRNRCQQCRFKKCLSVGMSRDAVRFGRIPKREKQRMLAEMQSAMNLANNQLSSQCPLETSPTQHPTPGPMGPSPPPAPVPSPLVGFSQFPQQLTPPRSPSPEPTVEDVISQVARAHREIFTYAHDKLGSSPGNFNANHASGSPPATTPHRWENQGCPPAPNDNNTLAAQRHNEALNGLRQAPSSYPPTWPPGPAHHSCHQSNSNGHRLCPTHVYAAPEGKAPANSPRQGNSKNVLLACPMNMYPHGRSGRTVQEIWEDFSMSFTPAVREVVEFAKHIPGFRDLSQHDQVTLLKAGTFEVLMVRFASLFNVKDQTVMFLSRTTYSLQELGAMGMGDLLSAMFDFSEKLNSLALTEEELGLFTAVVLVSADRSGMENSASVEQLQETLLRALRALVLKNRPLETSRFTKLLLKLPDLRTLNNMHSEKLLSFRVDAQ
# PLC-gamma1 inh – PLC-gamma1 (human) inhibition, primary screen; P19174; AID 720700; 0.84% of 370,000 active; inhibition, % at 12.2 µM; purified PLC-gamma1, fluorogenic substrate, fluorescence; in the data active = inhibition above about 9.5%
# hcDAF12 agonist – H. contortus DAF-12 activation, primary screen; HEK293 hcDAF-12 lit1-tk-luc reporter, luminescence; 0% DMSO, 100% Δ7-dafachronic acid; 1.4% of 370,000 active; AID 652067; activation, % at 6.8 µM;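 active = activation above the mean of all tested compounds plus 3 SD, cut at about 5.5% in these data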;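 note: 100% = response to 3 µM Δ7-dafachronic acid high control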
# hgDAF-12 ag – agonists of H. glycines DAF-12 nuclear receptor | HEK293 GAL4-hgDAF12 UAS-luciferase reporter, agonist luminescence; normalized to butyrate control | activation, % at 6.8 µM | 1.8% of 370,000 active;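 active = activation above a cutoff set at the mean of all screened compounds plus 3 SD, cut at about 10% in these data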;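 note: 0% = DMSO wells and 100% = sodium butyrate wells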
# ADAM17 inh – inhibits human ADAM17; P78536; recombinant ADAM17, EDANS/DABCYL FRET peptide cleavage; inhibition, % at 6.95 µM; 0.83% of 370,000 active; AID 720648;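 active = inhibition above the mean of compounds lying between control limits plus 3 SD, set per campaign, cut at about 8.5% in these data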;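 note: 0% = DMSO-only wells as the low control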
# Starred values were filed as active, the others as inactive; i = inactive; nt = not tested or not shown; & = joins results of further samples.
SMILES,DAX1 inh-1,PLC-beta3 inh,SMARCA2 act,DAX1 inh-2,ssDAF-12 act,MBD2 DNA inh,Rev-erbA mod,PLC-gamma1 inh,hcDAF12 agonist,hgDAF-12 ag,ADAM17 inh
CC(C)OC1CCCC(O)C1CC(=O)O (stereo not drawn),-0.7,-3.1,0.5,0.2,-0.9,-0.5,-3.0,-1.0,1.4,2.2,-4.6
N=c1sccn1Cc1ccc(Cl)cc1Cl,-0.1,-1.4,0.0,-0.1,-1.5,4.0,1.3,-1.9,-0.4,0.8,-1.9
Oc1ccc2c3c1O[C@H]1[C@@H](O)CC[C@@]4(O)[C@@H](C2)N(CC2CCC2)CC[C@]314,1.3&-0.1,1.5&0.0,2.0&-0.3,1.2&0.9,-1.1&-1.1,-1.9&-3.1,-8.9&2.1,-3.5&0.5,0.1&-2.0,-5.0&2.2,-2.1&-5.6
O=Cc1cn(Cc2cccc([N+](=O)[O-])c2)c2ccccc12,-2.6,-1.9,0.6,-3.1,-2.1,-1.7,-1.2,-3.8,-4.1,-10.4,2.2
CCOC(=O)[C@]12Cc3c(cc(OC)c(OC)c3OC)[C@H]1N(Cc1ccccc1)C(=O)c1ccccc12,1.5,-0.3,-0.5,-0.4,-1.4,2.9,-9.2,-0.8,-2.0,0.2,-0.8
O=C(CN1CCOCC1)c1ccc(Br)cc1,1.4,3.7,-2.1,0.5,-1.1,-6.0,0.8,0.4,-0.3,1.7,1.4
CC1CN(O)C2CCc3c(no[n+]3[O-])C12O (stereo not drawn),1.0,0.5,0.6,-0.3,-1.4,-0.1,1.5,-0.1,-0.3,0.4,0.1
Ic1ccccc1CN[C@@H]1C2CCN(CC2)[C@@H]1C(c1ccccc1)c1ccccc1,-0.5,2.0,-0.4,0.8,-1.6,0.0,-1.4,4.0,-2.3,2.6,-1.9
O=c1c2ccccc2[nH]c(=S)n1-c1ccc(Br)cc1,-1.1,7.4,-2.8,-0.8,-0.7,-1.6,18.6,2.8,-1.2,0.9,1.5
O=C1NC(=O)C(C2CCCCCC2)C(=O)N1,-0.4,-2.9,-3.4,-0.2,-0.8,9.3,-2.0,-0.7,-0.1,0.8,-2.9
COc1ccc(CN2Cc3cnnn3-c3ccccc3C2C#N)cc1 (stereo not drawn),-5.2,4.7,-4.3,-9.0,-1.9,-1.1,-2.0,0.2,-4.6,-13.2,-3.1
C/C=C1/C[N+]2(C)CCC34C(=C(C=O)[C@H]1C[C@@H]32)Nc1ccccc14 (stereo partly drawn),0.5,-71.8,-0.6,1.4,-1.0,1.6,-7.1,-52.8,0.5,6.8,-8.3
COC(=O)Nc1ccc(N=C(N)N[N+](=O)[O-])cc1,2.8,0.4,-2.9,-0.1,-1.3,4.6,-1.1,0.9,1.3,0.5,-2.9
CC(NCc1ccccc1C(F)(F)F)C(O)c1ccccc1 (stereo not drawn),4.2,-9.6,-1.2,-0.1,-1.4,-2.1,-4.9,0.9,-0.5,0.5,-2.2
Oc1ccc(/C=N/NP(=S)(c2ccccc2)c2ccccc2)cc1O,0.2,-1.8,-2.4,-0.7,-1.5,0.7,-4.4,2.5,0.2,-1.1,3.1
N#CCCn1cc(C(=O)Nc2ccccc2Br)c(-c2ccc([N+](=O)[O-])cc2)n1,0.1,-10.2,-3.4,-2.2,-1.3,1.8,-1.1,5.2,-0.5,3.6,-4.9
COc1ccccc1-n1c(-c2ccccc2Br)nc2ccccc2c1=O,-0.6,-2.8,0.2,-0.7,-1.3,1.7,-3.0,2.7,-2.7,-0.3,5.2
COc1ccc(Cl)cc1N=Cc1c(O)n(C)c(=O)n(C)c1=O,-0.3,-8.1,-0.4,-0.1,-1.3,0.8,-4.0,-3.5,-2.5,4.0,-4.5
NC1=NC(=O)N2CC12 (stereo not drawn),-0.4,-0.4,-2.6,-0.5,-1.2,5.8,5.9,0.8,0.7,1.0,-2.9
O=C(CN1CCOCC1)NCC(=O)Nc1ccc(Br)cc1C(=O)c1ccccc1,-1.1,-1.8,-0.9,-0.3,-1.5,3.3,-6.1,-0.1,-2.6,-2.0,-3.5
CCOc1ccc(-n2c(O)c(C=Nc3ccc(N(CC)CC)cc3)c(=O)[nH]c2=O)cc1,-1.1,2.4,-0.8,-0.2,-1.4,1.7,1.8,4.4,-1.3,-0.3,0.6
COc1ccc(CNCCc2ccc3c(c2)OCO3)c(OC)c1OC,2.3,-2.9,0.0,-0.4,-0.6,-1.8,-3.2,2.2,-1.3,-0.1,-0.5
CC(C)c1ccc(NC(=O)N2C[C@H]3C[C@@H](C2)c2cccc(=O)n2C3)cc1,-0.5,5.5,0.0,-1.0,-1.7,-1.7,4.1,1.3,-1.7,5.1,-0.3
CCC1(O)CCC2C3CCC4=CC(=O)CCC4C3CCC21CC (stereo not drawn),-0.9,2.9,-0.9,-0.4,-1.3,-0.1,-5.0,3.5,-0.4,-1.1,-1.1
CCCCCn1c(=O)c(C(=O)Nc2cccc(C)n2)c(O)c2ccccc21,0.0,-6.6,-1.1,0.9,-0.7,0.7,5.7,-3.2,3.4,-1.9,-3.4
# The results go on:
SMILES,DAX1 inh-1,PLC-beta3 inh,SMARCA2 act,DAX1 inh-2,ssDAF-12 act,MBD2 DNA inh,Rev-erbA mod,PLC-gamma1 inh,hcDAF12 agonist,hgDAF-12 ag,ADAM17 inh
COc1cc2nc(N3CCN(C(=O)C4CCCO4)CC3)nc(N)c2cc1OC (stereo not drawn),2.2&0.3,-118.6&-137.5,-3.2&-2.4,0.3&0.5,-0.7&-1.3,5.0&-2.1,10.9&1.1,-94.7&-104.8,-3.5&-0.8,-1.0&1.1,i
COc1ccccc1OCCCn1cc(C(=O)C2CC2)c2ccccc21,-0.1,-8.4,-1.1,0.5,-2.1,1.7,-5.8,-1.2,-2.6,0.1,-0.2
C[C@]12CCC(=O)C=C1CC[C@@H]1[C@@H]2CC[C@@]2(C)[C@H]1CC[C@]2(C)O,-0.2,-1.0,-5.2,0.1,-1.4,0.2,-3.4,-1.1,-0.7,1.0,-3.1
Cc1ccc(-n2c(O)c(C=N)c(=O)n(-c3ccc(C)cc3)c2=O)cc1,1.8,-4.3,3.5,0.4,-1.2,0.9,-0.4,4.6,-0.7,-2.3,2.7
Cc1nccc2c1[nH]c1ccc(Br)cc12,0.7,-23.1,1.8,0.8,-1.8,-0.3,0.5,-18.1,-2.3,4.5,-3.9
c1ccc2sc(N3CCNCC3)nc2c1,-1.1,-10.2,-1.4,0.5,-1.2,6.7,-2.1,-2.0,0.6,5.9,-5.5
Cc1cc(/C=C2\C(=O)NC(=O)N(c3ccc(F)cc3)C2=O)c(C)n1-c1cccc(C(=O)O)c1,nt,-30.1,3.4,0.6,-1.0,-0.5,0.4,-25.6,-1.1,2.6,-10.3
CN1C(=O)C(=Cc2sc(=O)n(-c3ccccc3)c2N(C)C)C(=O)N(C)C1=O,0.2,-8.4,-0.2,-0.4,-0.9,-2.3,-4.8,-3.7,2.6,-1.9,0.2
N#Cc1ccc(NC(=O)CN2CCCC2)cc1Cl,0.3,-4.9,-3.0,-0.3,-2.3,0.8,-2.4,0.2,-0.4,-2.5,-3.3
CCC1(C)OC(c2ccccc2)=C/C(=C/C=C2C(=O)NC(=O)NC2=O)O1 (stereo not drawn),-0.1,-75.2,0.7,-0.1,-1.7,-2.9,5.7,-66.3,-1.3,0.7,4.1
CCC(=O)Nc1cc(C(=O)N2CCC3(CC2)OCCO3)ccc1S(=O)(=O)c1ccc(C)cc1,0.7,1.3,-1.1,-0.2,-1.9,2.3,-4.9,1.8,-1.6,0.3,-3.3
CCOC(=O)c1ccc(NC(=O)c2c(O)[nH]c(=O)[nH]c2=O)cc1,0.8,-0.6,-2.1,2.3,-0.9,1.2,1.4,0.8,-1.2,0.4,-2.3
Fc1ccccc1N1CCN(Cc2c(F)cccc2F)CC1,0.8,-1.6,-1.9,-0.7,-1.2,7.0,7.2,8.5,-2.0,1.8,-1.8
CCC1CO/C(=C(\C(Cl)=C(Cl)Cl)[N+](=O)[O-])N1Cc1ccc(Cl)nc1 (stereo not drawn),1.4,-3.7,-0.9,0.6,-1.2,-1.3,0.6,4.8,-1.9,-1.4,-4.8
CC(C)CC1C(C#N)=C(N)Oc2c1c(=O)oc1ccccc21 (stereo not drawn),-0.6,-15.4,-4.1,1.2,-1.3,-2.1,4.2,-8.0,-1.0,2.8,-8.9
CN1CCN(Cc2c(F)cccc2Cl)CC1,1.0,-7.4,-0.5,-0.2,-1.5,2.4,0.9,-1.0,0.4,2.7,-1.9
Cc1cccnc1-n1c(C)nc2ccccc2c1=O,1.7,1.2,-1.2,-0.1,-1.3,-1.4,-2.2,1.7,-1.4,-1.6,-7.5
COC(=O)C1=C(c2ccc(F)cc2OCc2ccccc2)C[C@@H]2CC[C@H]1N2C(=O)NCCOc1ccccc1Cl,-0.1,3.8,0.1,-0.2,-1.5,15.6*,3.7,3.2,-2.4,-2.0,5.8
O=S(=O)(c1ccc(Cl)cc1)N1CCCCC1c1cccnc1 (stereo not drawn),-0.1,1.1,-2.2,1.1,-1.8,4.5,-2.9,0.2,-0.4,5.0,-3.9
Clc1ccc2c(c1)C(c1ccccc1Cl)=NCc1nnc(Br)n1-2,-0.3,-2.0,-0.9,-0.5,-1.2,1.6,0.7,-2.5,-2.0,-2.9,-2.7
CC(=O)NC(Cc1ccc(N(CCCl)CCCl)cc1)C(=O)NC(C(=O)O)C(C)C (stereo not drawn),2.2,-2.7,-3.8,0.2,-0.9,1.9,3.0,-2.5,-0.8,0.4,-0.2
N#Cc1ccc(NC(=O)CN2C(=O)NC3(CCCC3)C2=O)cc1Cl,-1.5,-2.2,-4.5,0.1,-1.1,0.8,-2.5,1.4,-1.6,0.3,1.0
CC[C@H]1C2C[C@H]3[C@@H]4N(C)c5ccccc5C45C[C@H](C2[C@H]5O)N3[C@@H]1O (stereo partly drawn),1.3,0.7,0.1,1.4,-1.5,7.7,-0.6,-2.1,-0.6,-2.5,-8.4

# A stretch of the results above, for reference:
SMILES,DAX1 inh-1,PLC-beta3 inh,SMARCA2 act,DAX1 inh-2,ssDAF-12 act,MBD2 DNA inh,Rev-erbA mod,PLC-gamma1 inh,hcDAF12 agonist,hgDAF-12 ag,ADAM17 inh
Cc1cc(/C=C2\C(=O)NC(=O)N(c3ccc(F)cc3)C2=O)c(C)n1-c1cccc(C(=O)O)c1,nt,-30.1,3.4,0.6,-1.0,-0.5,0.4,-25.6,-1.1,2.6,-10.3
CN1C(=O)C(=Cc2sc(=O)n(-c3ccccc3)c2N(C)C)C(=O)N(C)C1=O,0.2,-8.4,-0.2,-0.4,-0.9,-2.3,-4.8,-3.7,2.6,-1.9,0.2
N#Cc1ccc(NC(=O)CN2CCCC2)cc1Cl,0.3,-4.9,-3.0,-0.3,-2.3,0.8,-2.4,0.2,-0.4,-2.5,-3.3
CCC1(C)OC(c2ccccc2)=C/C(=C/C=C2C(=O)NC(=O)NC2=O)O1 (stereo not drawn),-0.1,-75.2,0.7,-0.1,-1.7,-2.9,5.7,-66.3,-1.3,0.7,4.1

# Only part of the results is shown; the hit share may differ from the screen's.
